From PubChem BioAssay
TRHR ag – qHTS for Small Molecule Agonists and Allosteric Enhancers of Human TRH Receptor: Primary Screen for Agonists | activation, % at 2 µM | Thyrotropin-releasing hormone receptor (Homo sapiens), P34981 | 360,000 tested, 0.18% active | TRHR cells, calcium flux fluo-8, FDSS agonist mode; also: 0% is about no effect
Target sequence (P34981 whole entry, looked up): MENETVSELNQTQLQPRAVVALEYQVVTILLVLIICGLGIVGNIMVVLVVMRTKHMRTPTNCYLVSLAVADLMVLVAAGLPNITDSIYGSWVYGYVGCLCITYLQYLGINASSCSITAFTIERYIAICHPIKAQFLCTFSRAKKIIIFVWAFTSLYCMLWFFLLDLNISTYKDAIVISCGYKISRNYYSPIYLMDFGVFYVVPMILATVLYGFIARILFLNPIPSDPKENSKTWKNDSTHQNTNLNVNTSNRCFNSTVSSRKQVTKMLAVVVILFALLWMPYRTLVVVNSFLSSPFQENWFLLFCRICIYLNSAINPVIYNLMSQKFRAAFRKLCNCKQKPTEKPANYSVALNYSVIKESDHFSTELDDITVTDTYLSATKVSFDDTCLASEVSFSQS
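Fluo-8-loaded TRHR cells; 10 s baseline, compound added, kinetic Ca2+ fluorescence read 1/s, agonist mode.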
D2 agonist – HTS Assay for Allosteric Agonists of the Human D2 Dopamine Receptor: Primary Screen for Agonists; 340,000 tested, 0.53% active; HEK293 T-REx D2 cells, calcium flux agonist mode; activation, % at 2 µM; D(2) dopamine receptor (Homo sapiens), P14416;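 active = activation over 3 SD above normal in the single-dose calcium agonist read, cut at about 30% in these data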; also: 0% is about no effect
Target sequence (P14416 whole entry, looked up): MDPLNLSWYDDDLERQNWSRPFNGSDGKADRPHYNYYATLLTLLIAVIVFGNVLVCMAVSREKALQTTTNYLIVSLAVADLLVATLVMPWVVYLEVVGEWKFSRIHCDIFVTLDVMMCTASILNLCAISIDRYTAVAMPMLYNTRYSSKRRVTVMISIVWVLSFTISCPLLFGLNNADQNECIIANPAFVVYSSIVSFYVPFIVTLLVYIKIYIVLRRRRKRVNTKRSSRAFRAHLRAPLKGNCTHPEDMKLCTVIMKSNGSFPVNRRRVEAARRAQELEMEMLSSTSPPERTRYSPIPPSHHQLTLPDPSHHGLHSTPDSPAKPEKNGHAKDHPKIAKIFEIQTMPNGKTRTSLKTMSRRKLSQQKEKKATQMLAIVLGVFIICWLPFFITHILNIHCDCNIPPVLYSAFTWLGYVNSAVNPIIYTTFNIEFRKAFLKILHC
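In this primary screen, compounds producing a positive calcium signal within 180 s of addition to tetracycline-induced, force-coupled HEK293 Trex D2 cells are flagged; cells are dye-loaded with a no-wash calcium kit beforehand.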
RXFP1 antag – qHTS Assay for Antagonists of the Relaxin Receptor RXFP1; Relaxin receptor 1 (Homo sapiens), Q9HBX9; HEK293-RXFP1, relaxin-stimulated cAMP HTRF, 30 min; stronger effect = lower value; activity change, negative = inhibition, % at 57.5 µM; 350,000 tested, 0.59% active; AID 1259400, 2018;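 active = activity change of -60% or lower, but not beyond a set lower limit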; also: % is scaled to controls: 0 for no effect and ±100 for the full control effect
D2 antagonist – HTS Assay for Allosteric Antagonists of the Human D2 Dopamine Receptor: Primary Screen for Antagonists; D(2) dopamine receptor (Homo sapiens), P14416; HEK293 TREx D2 cells, calcium flux, dopamine EC80; inhibition, % at 10 µM; 340,000 tested, 2% active; AID 485344, 2010; in the data active = inhibition above about 30%; also: 0% is about no effect
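HEK293 T-REx D2 cells, tet-induced, calcium dye no-wash. Cpd pintool add, 180 s kinetic, then EC80 DA, 180 s kinetic. Ca flux read.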
D1 agonist – Allosteric Agonists of the Human D1 Dopamine Receptor: qHTS | HEK293 T-REx D1 cells, calcium flux, agonist mode | activation, % at 2 µM | 360,000 tested, 1% active | AID 504660, 2011; also: 0% is about no effect
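Tetracycline-induced HEK293 TREx D1 cells, force-coupled to calcium signalling, were dye-loaded with a no-wash calcium kit. Compound was pin-added after a 10 s baseline. Fluorescence was read kinetically at 1 cycle/s for 180 s, with calcium rises flagged as agonism.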
D1 potentiator – Potentiators of Human D1 Dopamine Receptor: qHTS; D(1A) dopamine receptor (Homo sapiens), P21728; HEK293 TREx D1 cells, calcium flux, dopamine EC20 potentiation; potentiation, % at 10 µM; 360,000 tested, 0.036% active; AID 504651, 2011; in the data active = potentiation above about 30%; also: 0% is about no effect
TRHR enhancer – qHTS for Small Molecule Agonists and Allosteric Enhancers of Human TRH Receptor: Primary Screen for Enhancers; Thyrotropin-releasing hormone receptor (Homo sapiens), P34981; TRHR cells, fluo-8 calcium fluorescence, EC20 TRH enhancement; enhancement, % at 2 µM; 360,000 tested, 0.66% active; in the data active = enhancement above about 30%; also: 0% is about no effect
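TRHR-expressing cells loaded with fluo-8 calcium dye were read kinetically (ex 480/em 530) during compound addition, then stimulated with an EC20 of TRH (10 nM final). Enhancement of the Gq-mediated intracellular calcium response was scored.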
D2 potentiator – HTS Assay for Positive Allosteric Modulators of the Human D2 Dopamine Receptor: Primary Screen for Potentiators | 340,000 tested, 0.34% active | HEK293 T-REx D2, calcium flux, EC20 dopamine potentiation | potentiation, % at 10 µM;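 active = potentiation over 3 SD above the plate norm, cut at about 30% in these data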; also: 0% is about no effect
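Cells plated with tetracycline inducer and held overnight at 30 C; calcium dye loaded 30–90 min at room temperature; baseline taken, compound added and read 180 s; EC20 dopamine then added and read 180 s.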
D1 antagonist – Antagonist of Human D 1 Dopamine Receptor: qHTS; D(1A) dopamine receptor (Homo sapiens), P21728; HEK293 TREx D1 cells, calcium flux, dopamine EC80; stronger effect = lower value; activity change, negative = inhibition, % at 10 µM; 360,000 tested, 3.2% active; AID 504652, 2011; in the data active = activity change below about -30%; also: % is scaled to controls: 0 for no effect and ±100 for the full control effect
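Cells carrying a force-coupled, tetracycline-inducible human D1 receptor report calcium flux. Each well gets a 10 s baseline, compound with 180 s monitoring, then an EC80 dopamine stimulus with a second 180 s kinetic read.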
* hit, by the source's call; . = no result given. Rule as the data show it, unless noted: active = activation above about 30%; inactive = the rest.

SMILES	TRHR ag	D2 agonist	RXFP1 antag	D2 antagonist	D1 agonist	D1 potentiator	TRHR enhancer	D2 potentiator	D1 antagonist
COc1ccc(C(c2c(C)n(C)n(-c3ccccc3)c2=O)c2c(C)n(C)n(-c3ccccc3)c2=O)c(OC)c1OC	0.4	1.0	-9	16	3	-1	4	-4	10
CCOC(=O)N1CCN(C(=O)C2CCN(S(=O)(=O)c3ccc(F)cc3)CC2)CC1	0.4	-0.1	-10	1	-1	-2	-5	-4	-22
O=C(N/C=C/n1cnc2cc(C(F)(F)F)ccc21)c1ccccc1	-0.2	0.8	-21	12	1	3	1	15	3
O=C(Nc1ccccc1)C1=C[C@@H](c2ccc(Br)cc2)C[C@@H](OCCCCO)O1	-0.3	.	.	.	6	-4	3	.	-29
CCn1ncc(C2=NOC(C(=O)Nc3cnn(C45CC6CC(CC(C6)C4)C5)c3)C2)c1C (stereo not drawn)	2.1	2.5	5	-1	34*	-4	4	-2	-25
CC(Oc1ccccc1F)C(=O)NNC(=O)CCS(=O)(=O)c1ccccc1Cl (stereo not drawn)	0.2	.	-11	.	4	-3	-1	.	25
O=C(c1cccs1)N1CCN(CCCc2ccccc2)CC1	-0.3	36*	-15	59*	1	-3	12	-13	-5
O=c1[nH]c(C2CCCN(S(=O)(=O)c3cccc(F)c3)C2)nc2c1nnn2Cc1ccccc1 (stereo not drawn)	-2.7	-2.6	-5	-11	12	-7	6	13	23
COc1cccc(C(=O)NC(C)C(c2cccs2)N2CCN(C)CC2)c1 (stereo not drawn)	-0.1	-0.7	26	3	1	-3	-5	-2	-25
CCOC(=O)c1ccc(N2C(=O)CC(NC3CCN(C(=O)c4cccc(Cl)c4)CC3)C2=O)cc1 (stereo not drawn)	-1.0	0.1	0	0	2	-4	-6	3	-9
CN(C)c1ccc(NC(=O)/C=C/c2c(Cl)cccc2Cl)cc1	-0.7	-1.4	-8	3	2	0	1	-3	-7
O=C(CCn1c(=O)c2cccn2c2cccnc21)NCc1ccccc1Br	-0.1	0.0	-4	.	1	-2	-2	0	9
COc1ccccc1C/C(N)=N/OC(=O)/C=C/c1ccccc1	-1.2	-0.2	-15	-36	-3	-2	-2	5	23
CC1CCCN(CC(=O)Nc2ccc(S(=O)(=O)NC3CCCCC3)cc2)C1 (stereo not drawn)	-0.7	0.5	-4	6	13	-5	-2	0	2
Cc1csc2c(N3CCN(C(=O)Nc4ccc(Cl)c(Cl)c4)CC3)ncnc12	0.1	-1.0	-21	-2	10	-14	4	-9	-20
C#CCOCCOCCOCCNc1nc(N2CCN(C(=O)[C@H]([C@@H](C)CC)n3cc([C@@H](N)CO)nn3)CC2)nc(N2CCN(C(=O)[C@H](Cc3ccc(O)cc3)n3cc([C@@H](N)CC(C)C)nn3)CC2)n1	0.6	-0.4	.	-4	3	-3	-6	-8	-1
O=C(OCC(=O)N1CCN(Cc2ccccc2)CC1)c1cc(Cl)ccc1[N+](=O)[O-]	-0.1	1.8	-6	-9	1	-8	1	9	-2
c1ccc2[nH]c(CSc3nc4ccccc4o3)nc2c1	0.2	-1.0	-13	-28	33*	-3	8	-6	-3
Cc1ccc(N(C)C(=O)c2cc(S(=O)(=O)N3CCOCC3)cn2C)cc1	-0.4	1.1	8	.	2	-2	-1	3	1
CCOc1ccccc1NC(=O)c1cc(-c2ccccn2)nc2ccccc12	1.0	-0.1	5	8	3	2	7	-4	13

Among those listed so far, these have an aryl methoxy group:
SMILES	TRHR ag	D2 agonist	RXFP1 antag	D2 antagonist	D1 agonist	D1 potentiator	TRHR enhancer	D2 potentiator	D1 antagonist
COc1ccc(C(c2c(C)n(C)n(-c3ccccc3)c2=O)c2c(C)n(C)n(-c3ccccc3)c2=O)c(OC)c1OC	0.4	1.0	-9	16	3	-1	4	-4	10
COc1cccc(C(=O)NC(C)C(c2cccs2)N2CCN(C)CC2)c1 (stereo not drawn)	-0.1	-0.7	26	3	1	-3	-5	-2	-25
COc1ccccc1C/C(N)=N/OC(=O)/C=C/c1ccccc1	-1.2	-0.2	-15	-36	-3	-2	-2	5	23

(next part)
SMILES	TRHR ag	D2 agonist	RXFP1 antag	D2 antagonist	D1 agonist	D1 potentiator	TRHR enhancer	D2 potentiator	D1 antagonist
CCS(=O)(=O)c1nc(S(=O)(=O)c2ccc(Cl)cc2)c(NCc2ccco2)s1	0.2	-0.9	-2	-2	6	-3	-5	2	4
COC(=O)C1=C(N)OC2=C(C(=O)CC(C)(C)C2)C1c1ccoc1 (stereo not drawn)	-0.2	0.3	12	-11	0	-2	15	1	-4
Cc1cccc(NC(=O)COc2ccc(Br)cc2)n1	0.2	-0.6	1	-4	0	2	-6	-22	-3
Cc1ccc(C(=O)OCC(=O)NCc2cccc(Cl)c2)cc1S(=O)(=O)N1CCCCC1	1.5	0.6	-15	-5	7	3	-2	1	5
COc1ccc(-c2noc(CN(Cc3nccn3C)C(C)C)n2)cc1	-0.6	-0.6	14	-6	6	-1	-3	8	1
CCOC(=O)c1ccc(NC(=O)c2ccc3c(c2)CCN3S(=O)(=O)c2ccc(Cl)cc2)cc1	3.0	.	0	.	6	-2	4	3	-13
Cc1cc(C)nc(NC2=NCC(=O)N2c2ccc(F)c(Cl)c2)n1	0.5	-0.2	-25	9	2	-8	-11	-5	1
O=C1Nc2ccccc2C(O)(C(=O)N2CCCCC2)N1c1ccccc1 (stereo not drawn)	-0.2	.	-3	.	0	-4	2	.	-6
O=C(CNC(=O)c1ccc(F)cc1)NCc1ccccn1	-0.2	-0.5	-3	-8	2	-4	-6	10	11
O=C(Cn1c(=O)nc(-c2ccccc2)c2ccccc21)NCCc1ccc(Cl)cc1	-0.2	5.0	0	.	5	0	-2	1	-4
CCC(C)[C@H](NC(=O)Nc1ccc(C(C)=O)cc1)C(=O)OC (stereo partly drawn)	-0.1	0.5	3	-7	2	-1	5	2	0
O=C(Nc1ccc2nc(N3CCOCC3)sc2c1)c1ccc(F)cc1	-0.1	-1.8	1	16	8	.	1	-1	-4
CC(=O)Nc1cnc(NC(=O)c2cccc(F)c2)cc1C	-0.5	-0.2	-5	9	3	-3	8	-1	-36*
Nc1[nH]ncc1-c1ccc(F)cc1	0.0	0.2	3	7	0	-5	6	12	-3
CC/C(=C/c1sc2ccc(C)cc2[n+]1CCCS(=O)(=O)[O-])SC	-0.7	0.5	-4	4	1	4	-8	-2	-20
COc1ccccc1N=C1SCC(=O)N1c1ccccc1OC	-0.3	-1.2	2	5	-1	1	-2	8	6
C#CCOCCOCCOCCNc1nc(N2CCN(C(=O)Cn3cc(CCCCN)nn3)CC2)nc(N2CCN(C(=O)[C@H](CCCCN)n3cc(CCC(=O)O)nn3)CC2)n1	-0.2	-0.2	.	-11	1	-2	0	9	-2
COc1ccc(CCNC(=O)c2coc(=O)c(Br)c2)cc1	-0.7	-1.4	-6	-4	2	-11	-6	6	-27
COc1ccc(NC(=O)CN(C)C(=O)c2ccc3[nH]c4c(c3c2)CC(C)CC4)cc1 (stereo not drawn)	1.0	0.7	-10	1	4	7	11	6	-8
O=C(CCC1CCCCC1)Nc1ccccc1C(=O)N1CCOCC1	-0.4	0.7	9	12	1	-1	18	-5	-3
Cn1c(=O)c2c(nc3n2CC(COc2ccc(Cl)cc2)O3)n(C)c1=O (stereo not drawn)	0.5	0.1	3	-1	2	0	16	10	6
CCn1c(=O)n(CC(=O)NCC2CCCO2)c(=O)c2c3c(sc21)COC(C)(C)C3 (stereo not drawn)	0.2	4.2	-5	-9	2	2	-8	3	-19
Cc1cccc(NC(=S)Nc2cccc(C(F)(F)F)c2)n1	0.5	-0.8	1	-7	2	10	-3	13	-4
C=CCn1c(CCCOc2ccc(Cl)cc2Cl)n[nH]c1=S	-0.3	-0.2	-7	8	4	-4	-4	9	-46*
O=C(Nc1ccc2c(c1)OCCO2)C1CCCN1C(=O)Nc1ccccc1 (stereo not drawn)	0.7	0.7	-5	-14	2	-6	6	-6	2
O=C(OCC(=O)N1CCN(C(=O)c2ccco2)CC1)c1cn(-c2ccccc2)nc1-c1ccccc1	-0.5	0.0	-10	21	1	-1	3	20	-9
C=Cc1ccc(Cn2c(C(=O)O)c(CNC3CCCC3)c3ccc(C)cc32)cc1	0.0	-0.8	-15	.	1	-2	-1	7	9
COc1cccc(-c2nc(C(N)=O)c3c(n2)n(-c2ccc4c(c2)OCO4)c(=O)n3C)c1OC	-0.4	-1.8	.	.	0	-1	-12	-2	13
Cc1ccc(C(=O)NNC(=O)Cn2ccc(C(F)(F)F)n2)o1	-0.4	-0.4	6	4	6	-10	6	-2	19
Cc1c(C(=O)Nc2ccc(Oc3ccccc3)cc2)sc2nc3n(c(=O)c12)CCC3	-0.1	0.9	-15	27	8	-4	-4	0	-51*
Clc1ccc(SCCn2ccnc2)cc1	-0.1	-1.6	-25	-6	3	3	2	-5	1

An excerpt from above in order of their number in TRHR ag, high to low:
SMILES	TRHR ag	RXFP1 antag	D2 antagonist	D1 agonist	D1 potentiator	TRHR enhancer	D2 potentiator	D1 antagonist
O=C(Nc1ccc2c(c1)OCCO2)C1CCCN1C(=O)Nc1ccccc1 (stereo not drawn)	0.7	-5	-14	2	-6	6	-6	2
Cc1cccc(NC(=S)Nc2cccc(C(F)(F)F)c2)n1	0.5	1	-7	2	10	-3	13	-4
CCn1c(=O)n(CC(=O)NCC2CCCO2)c(=O)c2c3c(sc21)COC(C)(C)C3 (stereo not drawn)	0.2	-5	-9	2	2	-8	3	-19
Cc1c(C(=O)Nc2ccc(Oc3ccccc3)cc2)sc2nc3n(c(=O)c12)CCC3	-0.1	-15	27	8	-4	-4	0	-51*
C=CCn1c(CCCOc2ccc(Cl)cc2Cl)n[nH]c1=S	-0.3	-7	8	4	-4	-4	9	-46*
Cc1ccc(C(=O)NNC(=O)Cn2ccc(C(F)(F)F)n2)o1	-0.4	6	4	6	-10	6	-2	19
O=C(OCC(=O)N1CCN(C(=O)c2ccco2)CC1)c1cn(-c2ccccc2)nc1-c1ccccc1	-0.5	-10	21	1	-1	3	20	-9

Taken from above.
CCOC(=O)c1ccc(N2C(=O)CC(NC3CCN(C(=O)c4cccc(Cl)c4)CC3)C2=O)cc1 (stereo not drawn) in TRHR ag = -1.0
CC/C(=C/c1sc2ccc(C)cc2[n+]1CCCS(=O)(=O)[O-])SC in D1 agonist = 1
